# High-throughput results as filed in PubChem BioAssay.
# SENP6 inh: blocks the human protease SENP6. Recombinant SENP6 catalytic domain, aminoluciferin luminescence. inhibition, % at 10 µM. 1.8% of 330,000 active;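 active means inhibition above about 50% at the single tested dose, limit read from the data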;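 further: plate controls were DMSO wells with enzyme for no effect and DMSO wells lacking enzyme for full effect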
# Target sequence (Q9GZR1 628-1112 limits assumed): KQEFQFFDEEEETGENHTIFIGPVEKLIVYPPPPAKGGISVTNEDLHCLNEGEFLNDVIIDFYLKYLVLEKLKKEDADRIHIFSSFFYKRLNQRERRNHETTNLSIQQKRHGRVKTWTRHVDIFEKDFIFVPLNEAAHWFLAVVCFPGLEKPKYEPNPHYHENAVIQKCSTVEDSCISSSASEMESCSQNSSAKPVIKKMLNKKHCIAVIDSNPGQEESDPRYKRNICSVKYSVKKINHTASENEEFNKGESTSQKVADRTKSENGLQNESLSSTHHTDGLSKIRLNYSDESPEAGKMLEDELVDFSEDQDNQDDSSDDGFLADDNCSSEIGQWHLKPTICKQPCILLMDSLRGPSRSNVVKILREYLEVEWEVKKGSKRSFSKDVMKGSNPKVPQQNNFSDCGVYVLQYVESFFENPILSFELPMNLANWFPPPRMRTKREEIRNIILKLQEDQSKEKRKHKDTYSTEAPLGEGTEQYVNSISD
# MPTP block: blocks calcium-induced mitochondrial swelling. isolated mouse mitochondria, Ca2+ swelling absorbance, 30 min. inhibition, % at 10 µM. 1.4% of 360,000 active;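 active means inhibition of 50% or more, scaled per plate between neutral and stimulator controls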;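 further: 0% = DMSO wells given calcium and 100% = 1 mM EGTA wells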
# ATG4B inhibitor: blocks human ATG4B protease cleavage of LC3 substrate. Q9Y4P1. ATG4B cleavage of LC3-PLA2, NBD-HPC fluorescence, 1 h. inhibition, % at 8.33 µM. 0.51% of 340,000 active. AID 504462; in the data active means inhibition above about 40%
# HKDC1 inh: blocks human hexokinase HKDC1 activity; recombinant HKDC1, G6PDH/diaphorase resazurin coupled fluorescence; inhibition, % at 20 µM; 0.16% of 340,000 active;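 active means inhibition above about 35% when tested at 20 µM, limit read from the data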;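 further: plate controls were DMSO wells with enzyme for no effect and DMSO wells lacking enzyme for full effect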
#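 Incubation: 90 min at room temperature in dark / Material: recombinant HKDC1 (HK5) hexokinase enzyme, produced in-house / Quantity: enzyme 5 µg/mL final / Compound: one dose of 20 µM, 1% DMSO / Reagent: glucose and ATP substrates / Buffer or medium: Tris pH 8.0 buffer with MgCl2, Tween-20, BSA, BME / Technique: resorufin fluorescence at 613 nm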
# SENP7 block: SENP7 protease inhibition; AID 434973; Q9BQF6; 1.5% of 330,000 active; recombinant SENP7, Z-RLRGG-aminoluciferin luminescence, 40 min; inhibition, % at 5 µM;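 active means inhibition above about 50% at the single test dose, limit read from the data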;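 further: plate controls were DMSO with enzyme for no effect and no enzyme buffer wells for full effect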
# Target sequence (Q9BQF6 706-1050 limits assumed): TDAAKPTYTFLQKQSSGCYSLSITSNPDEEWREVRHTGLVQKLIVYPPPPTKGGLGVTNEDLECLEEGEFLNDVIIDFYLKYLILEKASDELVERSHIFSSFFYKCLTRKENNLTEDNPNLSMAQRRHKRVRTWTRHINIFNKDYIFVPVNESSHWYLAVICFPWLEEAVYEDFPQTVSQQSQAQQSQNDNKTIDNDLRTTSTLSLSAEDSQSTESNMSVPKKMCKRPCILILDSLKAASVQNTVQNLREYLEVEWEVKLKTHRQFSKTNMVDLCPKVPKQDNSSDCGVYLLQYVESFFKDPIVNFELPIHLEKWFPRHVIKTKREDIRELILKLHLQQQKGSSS
# PfG6PD inh: PfG6PD (Plasmodium falciparum) enzyme inhibition; PfGluPho enzyme, NADPH resazurin-diaphorase fluorescence; 0.78% of 350,000 active; inhibition, % at 20 µM; AID 504690;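 active means inhibition reaching at least a set limit at 20 µM in the primary screen, cut at about 59% in these data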;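 further: 0% = DMSO wells with substrate and 100% = DMSO wells lacking glucose-6-phosphate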
# SENP8 block: inhibitors of human SENP8 protease. 0.64% of 360,000 active. recombinant SENP8, Nedd8 substrate fluorescence. inhibition, % at 20 µM. Q96LD8; in the data active means inhibition mostly above about 40%, no sharp cut-off; inactive means mostly below about 27%
# Target sequence (Q96LD8 whole entry, looked up): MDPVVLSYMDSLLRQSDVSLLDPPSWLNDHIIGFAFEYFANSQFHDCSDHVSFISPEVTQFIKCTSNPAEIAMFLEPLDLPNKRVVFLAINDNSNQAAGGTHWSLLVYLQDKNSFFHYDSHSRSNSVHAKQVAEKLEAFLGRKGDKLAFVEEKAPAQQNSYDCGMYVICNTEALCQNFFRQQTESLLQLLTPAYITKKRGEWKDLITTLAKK
# NR3A LBD binder: NR3A (human) ligand-binding domain modulation; 2.5% of 340,000 active; Tm shift relative to glycine control, % at 25 µM; AID 1259313; NR3A LBD differential scanning fluorimetry, Tm shift; 0% = protein alone, 100% = glycine-bound protein;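 active means melting temperature shift of at least 10% of the positive control shift, at one fixed dose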
# The depositor's hits bear a star; i = inactive; · = not tested or not shown.
item	Molecule	SENP6 inh	MPTP block	ATG4B inhibitor	HKDC1 inh	SENP7 block	PfG6PD inh	SENP8 block	NR3A LBD binder
1	Cc1cc(C)c2c(n1)sc1c(=O)n(Cc3ccc(F)cc3)cnc12	-8.5	2.1	-5.8	-0.7	2.5	1.1	13.0	-1.4
2	CN(C)c1cc(=O)n2c(n1)SCCC2	5.9	0.8	7.0	-2.2	4.4	12.1	12.1	-4.2
3	COCCNC(=O)/C(C#N)=C/c1ccc(-c2ccc(S(=O)(=O)N3CCOCC3)cc2)o1	4.1	1.0	-17.3	-7.5	2.0	1.4	-205.7	-2.5
4	O/N=C/c1ccnc(SCc2ccc(Cl)cc2)n1	-17.2	3.8	-4.5	0.7	-7.4	-2.4	11.6	0.9
5	COc1ccc(CNC(=O)C2CCCN2S(=O)(=O)c2ccc(C)cc2)cc1 (centres undefined)	0.0	-1.5	-8.5	-3.8	4.5	-2.8	8.1	-1.5
6	CC(=NNC(=O)c1ccncc1)c1ccc(Cl)cc1Cl	·	-1.4	3.1	-5.0	·	-6.0	8.6	-5.9
7	COc1ccccc1CNc1ncnc2nc[nH]c12	-15.5	1.2	-2.8	-3.6	-5.1	-9.2	6.5	-2.2
8	O=C(CN(Cc1ccco1)C(=O)CNS(=O)(=O)c1ccc(F)cc1)NCCc1ccccc1	0.1	-3.2	-7.8	-6.0	-0.4	-11.2	19.8	0.7
9	CCOC(=O)C(OC(=O)c1sc(=S)n(C)c1C)C(C)=O (centres undefined)	-12.2	-2.3	3.2	-7.1	-4.2	-31.4	18.4	-0.2
10	Cc1ccccc1OCC(=O)N/N=C1\CCOc2c(C)cccc21	-10.2	0.9	-8.7	-10.2	-8.5	4.8	-139.4	1.6
11	Cc1cc(NC(=O)COC(=O)[C@H](Cc2c[nH]c3ccccc23)NC(=O)c2ccc(F)cc2)no1	-7.4	1.5	-9.1	-2.0	7.5	-3.1	13.2	-5.2
12	CC(=NNC(=S)N1CCCCCC1)c1ccccn1	·	-0.4	4.7	-39.6	·	19.3	-7.5	1.3
13	O=C(CN1C(=O)COc2ccccc21)N1CCN(C2CCCCC2)CC1	-27.4	-1.2	-8.8	-7.6	1.1	4.4	9.2	-0.9
14	CC(=O)Nc1ccc(NC(=O)c2sc3nc4n(c(=O)c3c2C)CCCCC4)cc1	-1.8	0.5	-2.3	-0.8	1.1	5.3	3.8	-1.9
15	Cc1ccc2cc(/C=N/NC(=O)c3ccccc3O)c(Cl)nc2c1	-21.7	61.4*	-0.3	-2.9	-1.1	-15.3	-30.7	18.9*
16	Cc1cc(N)n2ncc(-c3ccccc3)c2n1	-6.8	0.0	-5.5	0.3	12.3	-5.4	i	-22.8
17	CC(C)CCn1nc(C(=O)Nc2nc3c(s2)CCCC3)c2ccccc2c1=O	-15.2	-0.4	0.1	-0.1	-3.9	12.5	11.7	-18.4
18	CSCc1nc2scc(-c3ccccc3)c2c(=O)[nH]1	·	-1.0	3.7	-2.7	·	-0.7	-6.5	-1.0
19	CN(CC(=O)NC1CCCCC1)S(=O)(=O)c1cccc2nsnc12	0.0	0.6	2.0	4.3	-0.8	-9.9	30.8	-0.8
20	CCN(Cc1nc2ccccc2c(=O)[nH]1)C(=O)COc1ccccc1Cc1ccccc1	-2.0	-3.0	-4.4	8.5	-1.0	11.5	0.5	11.5*
21	CC1CN(c2nc3c(c(=O)n(Cc4ccc(Cl)cc4)c(=O)n3C)n2C)CC(C)O1 (centres undefined)	-0.9	21.1	0.3	-1.9	7.2	-2.3	10.9	-3.1
22	CCC1Oc2ccccc2N(CC(=O)NCCCN2CCN(CC)CC2)C1=O (centres undefined)	-3.6	-0.5	-0.8	-3.7	-1.9	-2.3	1.6	-1.6
23	OCCOc1ccc(CN2CCCC(N3CCN(c4ccc(F)cc4)CC3)C2)cc1 (centres undefined)	-9.1	0.0	2.0	3.8	9.4	-20.6	21.8	-2.0
24	Cc1cccnc1NC(=O)C1c2ccccc2Oc2ccccc21	-11.0	-11.2	1.0	-18.5	4.4	-8.3	19.5	-9.3
25	Cc1nn(C)c(Cl)c1C(=O)NC(C(=O)O)c1ccccc1 (centres undefined)	4.7	-1.4	-2.1	-6.3	0.2	-0.1	-3.3	-0.4

# Entries by screen from the entries so far.
# Entries 15–24 in NR3A LBD binder read 18.9*, -22.8, -18.4, -1.0, -0.8, 11.5*, -3.1, -1.6, -2.0, -9.3

# The list continues.
item	Molecule	SENP6 inh	MPTP block	ATG4B inhibitor	HKDC1 inh	SENP7 block	PfG6PD inh	SENP8 block	NR3A LBD binder
26	Cc1csc(NC(=O)c2ccc(=O)[nH]c2)n1	-3.9	0.8	-8.0	-0.5	-2.6	1.0	-22.5	-0.3
27	CSc1ncc(CN2CCN(C3CCN(C(C)C)CC3)C(CCO)C2)cn1 (centres undefined)	·	0.8	20.2	1.0	·	-12.0	-4.5	-1.6
28	COC(=O)c1ccc(CSc2nnc(NC(=O)c3cc4c(s3)CCCC4)s2)cc1	-7.7	-5.3	3.8	0.2	-7.8	-25.9	-246.4	-4.9
29	CCOc1ccc(CSC2=NCCN2)cc1[N+](=O)[O-]	2.7	0.7	-0.3	0.1	1.6	-10.7	20.4	-0.1
30	CCOc1ccc2[nH]c(C)c(CN3CCOCC3)c(=O)c2c1	-2.5	-0.2	2.8	-18.7	5.7	15.4	-114.3	-1.5
31	COc1ccc(C2/C=C\CN(S(=O)(=O)c3cccs3)CC(=O)N2Cc2ccc(F)cc2)cc1 (centres undefined)	-0.2	0.5	-5.6	1.6	7.1	3.1	4.6	-2.3
32	CCCN1CCN(CCCNC(=O)Cn2nc(-c3ccc(C)cc3)ccc2=O)CC1	-13.1	0.1	-5.2	-9.6	11.4	11.7	-29.3	·
33	S=C(Nc1ccccc1)Nc1ccc(Cl)cn1	6.2	-4.0	-7.4	-1.4	4.4	3.2	0.3	0.9
34	O=C1CC(NS(=O)(=O)c2cccnc2)CN1c1ccccc1 (centres undefined)	-4.7	-0.9	-7.3	-4.5	-1.2	0.5	26.2	2.2
35	CCc1ccc(NC(=O)CSc2nc3n[nH]c(C)c3c(=N)n2-c2cccc(OC)c2)cc1	5.0	-1.1	-7.7	-8.0	27.2	4.0	-6.7	23.1*
36	COc1ccc(CCN2CC(C(=O)N(C)CC(=O)Nc3ccc(F)c(F)c3F)CC2=O)cc1OC (centres undefined)	·	0.1	-4.8	1.7	·	15.3	1.1	0.5
37	CN(C)/C=C1\NC(=S)N(c2ccc(Cl)cc2)C1=O	3.7	-0.3	-1.0	-8.9	-7.5	44.7	10.9	-4.8
38	COc1ccc(C)cc1N(C(=O)c1ccco1)C(C(=O)NC1CCCC1)c1ccc(N2CCOCC2)cc1 (centres undefined)	-9.4	-0.5	-11.4	-0.5	-12.0	-1.9	4.7	-2.0
39	CCCOc1nc2c(c(=O)n(C)c(=O)n2C)n1C	16.7	-0.7	4.5	-1.5	-1.7	-3.3	17.2	·
40	CCc1cc2cc(C)c(C)cc2nc1SCC(=O)NNC(=O)c1ccco1	-3.1	0.3	3.0	-4.3	-7.7	-2.0	4.7	13.2*
41	CCC(=O)C1CCCN(C(=O)CCc2nnc(C3(c4ccc(Cl)cc4)CCC3)o2)C1 (centres undefined)	1.8	0.5	5.0	2.3	5.1	-14.5	16.0	1.1
42	Oc1c(CN2CCOCC2)cc(CN2CCOCC2)c(O)c1CN1CCOCC1	·	-0.8	6.6	6.4	·	30.8	14.5	-3.0
43	COC(=O)C1=NN(C(=O)c2cccc(Br)c2)C(O)(c2ccc(Cl)cc2)C1 (centres undefined)	-5.5	66.6*	16.3	-11.3	1.5	-7.2	27.6	0.7
44	CCCCCCNC(=O)CC(NS(=O)(=O)c1ccc(OC)cc1)C(C)C (centres undefined)	3.9	0.6	8.5	-14.7	4.9	-7.8	4.8	-4.3
45	O=C1CCCc2nn(-c3ccccc3)nc21	-9.3	0.8	5.6	3.0	1.8	-18.8	20.7	-2.2
46	Cc1noc(C)c1CSCC(=O)Nc1cc(Cl)ccc1N1CCCCC1	-1.3	0.2	6.1	-20.6	9.9	-21.5	17.0	2.3
47	Cc1ccc2c(c1)nnn2C1CCN(CC(=O)NCCc2nc3ccccc3[nH]2)CC1	9.7	-0.5	-7.2	-3.8	2.3	-13.2	10.0	·
48	Cc1ccc(-c2csc(N3CCC(C(N)=O)(N4CCCCC4)CC3)n2)cc1	1.7	4.8	-10.6	2.6	-3.3	30.4	7.6	-11.6
49	CCN1CCN(C(=O)c2ccc(COc3ccc(Cl)cc3)o2)CC1	-12.3	2.9	-3.9	2.4	-12.1	-3.1	18.9	0.1
50	CCCCCCCCCCCC(=O)c1c(O)cccc1O	-5.3	65.6*	4.2	-2.3	10.2	1.8	20.8	-3.1

# Continued, overlapping the part above by 5 compounds.
item	Molecule	SENP6 inh	MPTP block	ATG4B inhibitor	HKDC1 inh	SENP7 block	PfG6PD inh	SENP8 block	NR3A LBD binder
46	Cc1noc(C)c1CSCC(=O)Nc1cc(Cl)ccc1N1CCCCC1	-1.3	0.2	6.1	-20.6	9.9	-21.5	17.0	2.3
47	Cc1ccc2c(c1)nnn2C1CCN(CC(=O)NCCc2nc3ccccc3[nH]2)CC1	9.7	-0.5	-7.2	-3.8	2.3	-13.2	10.0	·
48	Cc1ccc(-c2csc(N3CCC(C(N)=O)(N4CCCCC4)CC3)n2)cc1	1.7	4.8	-10.6	2.6	-3.3	30.4	7.6	-11.6
49	CCN1CCN(C(=O)c2ccc(COc3ccc(Cl)cc3)o2)CC1	-12.3	2.9	-3.9	2.4	-12.1	-3.1	18.9	0.1
50	CCCCCCCCCCCC(=O)c1c(O)cccc1O	-5.3	65.6*	4.2	-2.3	10.2	1.8	20.8	-3.1
51	Cc1ccc(-c2nnc(SC(C)C#N)n2N)cc1 (centres undefined)	11.3	0.0	-1.9	-9.7	-4.8	-0.7	20.0	1.5
52	COCCCNC(=O)CN1C(=O)CSc2ccc(S(=O)(=O)N3CCOCC3)cc21	-4.9	2.1	-15.3	-1.8	5.3	8.6	7.0	1.1
53	O=C(CN(Cc1ccc(Br)cc1)S(=O)(=O)c1ccccc1)NCc1ccncc1	-11.6	-0.1	5.7	-6.2	-11.3	-0.9	1.5	0.5
54	CC(C)(C)C1CCC(=O)C(C2(O)C(=O)Nc3ccccc32)C1 (centres undefined)	-19.1	-2.0	-5.1	-8.6	-12.7	-4.7	17.7	0.8
55	COc1ccc(Cl)cc1NS(=O)(=O)c1cccc(C(=O)NCC2(N(C)C)CCCCC2)c1	3.1	0.1	-7.2	2.3	7.4	-1.0	6.9	-0.3
56	CCN(CC)S(=O)(=O)c1ccc(C)c(NC(=O)Cn2cnc3cc([N+](=O)[O-])ccc3c2=O)c1	9.2	1.6	-2.6	0.1	-2.3	4.0	-68.5	-5.3
57	C=Cn1ccnc1CC(O)c1ccc(OC)cc1 (centres undefined)	-16.8	-0.9	4.7	-5.3	8.2	-3.6	43.6*	1.1
58	COc1ccc(NC(=O)CS(=O)CC(=O)Nc2ccc(OC)c(OC)c2)cc1 (centres undefined)	-11.3	0.2	0.2	-6.3	-0.9	8.0	25.8	-1.3
59	Cc1cc(C)c(NC(=O)/C(=C/c2ccccc2)c2ccccc2)c(C)c1	·	1.1	13.1	-12.1	·	-7.3	23.2	-0.2
60	NC[C@@H]1O[C@H](C23CC4CC(CC(C4)C2)C3)Cc2c1ccc(O)c2O	-4.5	93.6*	6.3	3.4	9.2	19.3	4.6	-0.9
61	CC(NC(=O)c1ccc(CS(C)(=O)=O)cc1)c1ccc(-c2ccccc2)cc1 (centres undefined)	-36.8	-3.5	-9.7	-2.2	1.9	-5.0	-45.9	2.2
62	Cn1nc(C(=O)Nc2ccccc2Cl)cc1C(=O)Nc1ccccc1Cl	1.9	3.6	-11.5	-3.6	-1.6	1.3	14.6	2.0
63	COc1ccc(CNC(=O)CCN2C(=O)[C@@H]3Cc4ccccc4CN3C2=O)cc1	-6.9	-0.8	5.1	-4.5	8.3	-13.8	-5.9	0.3
